HCV inh – inhibitors of hepatitis C virus infection. Potency, µM (series often up to 41.8 µM), without a hit: at the highest dose activity change, negative = inhibition, hits mostly inhibitors. hit rate 3.4% among 340,000. Huh7.5.1 HCVcc-Cre infection, luciferase reporter, 44 h; active = well fitted inhibition curve with a large enough effect; inconclusive = small, poorly fitted or top-dose-only effect, or another doubt; inactive = no such curve, though single readings can be large or run the other way
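After 44 h co-culture of compound, cells and HCVcc-Cre (~0.5 moi), substrate is added for 15 min at room temperature and luciferase measured over 15 sec. Cells were seeded at 1,000/well and pre-cultured 4 h.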
Starred values were filed as active, the others as inactive; ? = inconclusive; [ ] = dose if it differs, or a comment. % is scaled to controls: 0 for no effect and ±100 for the full control effect; potency is read from the fitted curve at half-maximal effect.

SMILES | HCV inh
CC(C)(C)[C@H]1C=C(C(=O)NCc2ccccc2)O[C@@H](OCCCCO)C1 | 6.9%
Nc1cc(=O)[nH]c(SCC(=O)Nc2ccc(N3CCCCC3)cc2)n1 | 10.4%
CC(=NN(Cc1ccccc1)c1ccccc1)c1ccccc1 | -16.7%
CCOC(=O)c1ccc(NC(=S)Nc2ccc(Br)cc2N)cc1 | -16.5%
Cc1cc(CNCCN(C)C)c(C)n1-c1cc(S(=O)(=O)N2CCOCC2)ccc1N1CCCC1 | 7.1%
CCOC(=O)c1c[nH]c2c([N+](=O)[O-])cc(OC)cc2c1=O | -21.1%
O=C(/C=C/c1ccco1)c1cccc([N+](=O)[O-])c1 | 21.8%
Cc1c(C(=O)NNC(=O)c2ccccc2O)oc2ccc(Br)cc12 | -20.6%
O=C(O)/C=C/C(=O)Nc1nc(-c2ccc3ccccc3c2)cs1 | -9.1%
CN(c1ccc(F)cc1)S(=O)(=O)c1ccc(Cl)c(C(=O)NCc2ccco2)c1 | -11.8%
COC(=O)[C@@H](Cc1c[nH]c2ccccc12)NCc1ccc(B(O)O)cc1 | -11.9%[8.37 µM]
O=S(=O)(Nc1ccc(S(=O)(=O)N2CCCC2)cc1)c1ccc(F)cc1F | -5.3%
O=C(O)C(Cc1ccccc1[N+](=O)[O-])N1C(=O)c2ccccc2C1=O (centres undefined) | 5.6%
CC(OC(=O)C1CCN(S(=O)(=O)c2ccc(C(C)(C)C)cc2)CC1)C(=O)N(C)C1CCCCC1 (centres undefined) | ?
CCN(C(=O)c1ccc2c(c1)OCO2)C12CC3CC(CC(C3)C1)C2 | -16.3%
CSCCC1NC(=O)C(C(C)=Nc2ccccc2)=C1O (centres undefined) | -6.9%
CCNC(=O)c1c(NC(=O)c2cc(-c3cc(C)cc(C)c3O)n[nH]2)sc2c1CCCC2 | ?
CC(=O)c1ccc(S(=O)(=O)N2CCN(c3nc4c(C)c(C)ccc4cc3C#N)CC2)cc1 | 10µM*
CC(C)C[C@@H](CN)NC(=O)c1nc[nH]c1C(=O)N[C@@H](Cc1c[nH]c2ccccc12)C(=O)CNC[C@H](C)NC(=O)c1nc[nH]c1C(=O)N[C@@H](C)C(=O)O | 20.7%
Cc1nn(C)cc1/C=C1/CC2C3CC=C4CC(O)CCC4(C)C3CCC2(C)C1=O (centres undefined) | -9.4%
O=C1NC2(CCCCC2)OC12CCCCC2 | 33.1%[activator]
COc1cccc(NC(=O)CN2C(=O)NC3(CCCCCC3)C2=O)c1 | 12.7%
Cc1csc(NC(C)c2nc3cc(Cl)c(Cl)cc3n2CCCO)n1 (centres undefined) | -11.9%
O=C(CSc1nccc(=O)[nH]1)NC1CCCCCC1 | 11.0%
O=C(/C=C/c1ccc2c(c1)OCO2)c1ccc(O)cc1O | -4.4%

Some of the entries so far, in markdown:
| SMILES | HCV inh |
| --- | --- |
| O=S(=O)(Nc1ccc(S(=O)(=O)N2CCCC2)cc1)c1ccc(F)cc1F | -5.3% |
| Cc1c(C(=O)NNC(=O)c2ccccc2O)oc2ccc(Br)cc12 | -20.6% |
| CC(OC(=O)C1CCN(S(=O)(=O)c2ccc(C(C)(C)C)cc2)CC1)C(=O)N(C)C1CCCCC1 (centres undefined) | ? |
| CCN(C(=O)c1ccc2c(c1)OCO2)C12CC3CC(CC(C3)C1)C2 | -16.3% |
| O=C(CSc1nccc(=O)[nH]1)NC1CCCCCC1 | 11.0% |

(listing goes on)
SMILES | HCV inh
COc1ccc(C)cc1NC(=O)c1cc(C2CC2)nc2c1c(C)nn2C1CCS(=O)(=O)C1 (centres undefined) | -20.3%
CCOC(=O)c1sc(NC(=O)C(CC)Sc2nc3ccccc3[nH]2)nc1C (centres undefined) | ?
CCOC(=O)C1=C(COc2ccccc2)NC(=O)NC1c1ccc2ccccc2c1 (centres undefined) | -22.6%
COc1ccc(-c2c(C#N)c(SCC(=O)Nc3ccccc3)nc3c2CCCC3)cc1 | 2.4%
CCc1nc(SCC(=O)N2CCc3ccccc32)c2oc3ccccc3c2n1 | 18.3%
CC1CN=C(c2ccccc2)O1 (centres undefined) | 10.0%
COc1ccc(C(=O)N/N=C/c2c(C)nn(-c3ccccc3)c2OC)cc1 | ?
S=C(NN=Cc1ccccn1)N(Cc1ccccn1)Cc1ccccn1 | 1.26µM*
COc1cc(CN2CCN(c3cc(C)ccc3C)CC2)cc([N+](=O)[O-])c1O | -6.2%
O=C(C=Cc1ccccc1)c1ccc([N+](=O)[O-])cc1 | 5.4%
C[C@H](CO)N1C[C@H](C)[C@@H](CN(C)Cc2ccc(Oc3ccccc3)cc2)Oc2ccc(NC(=O)Cn3cnnn3)cc2C1=O | 32.0%[activator]
C=CCCN([C@H](CO)Cc1ccccc1)S(=O)(=O)c1ccccc1Br | 14.0%
O=C(O)c1ccc(NC2(C(=O)O)CCCC2)cc1 | 19.6%
O=C1CC[C@@H]2CC3(C[C@@H]4CCN1[C@H]24)Nc1cc(Cl)ccc1NC3=NC1CCCCC1 (some centres undefined) | 4.5%
CCOc1ccccc1NC(=O)C(c1ccccc1)N1CCN(CC(=O)N2CCCC2)CC1 (centres undefined) | -4.3%
Cc1cccc(OCC(=O)OCC(=O)N2CCN(C(=O)c3ccco3)CC2)c1C | 0.6%
O=C(C[C@H]1C[C@H](C(=O)N2CCCCC2)[C@@]2(CCc3ccccc3)c3[nH]c4ccc(Cl)cc4c3CCN2C1=O)NCCN1CCOCC1 | 3.5%
CS(=O)(=O)c1nc([N+](=O)[O-])nn1CCCc1ccccc1 | ?
CN(Cc1ccccc1)C(=O)c1cccc(NC(=O)Cc2ccc(NC(=O)C3CCN(C(=O)c4ccccc4)CC3)cc2)c1 | -12.3%[8.37 µM]
Cc1noc(C)c1NC(=O)Nc1cccc2c1O[C@H](CN(C)S(=O)(=O)c1ccccc1)[C@@H](C)CN([C@H](C)CO)C2=O | 6.0%
N#Cc1ccc(NC2c3ccccc3CC2O)cc1 (centres undefined) | ?
O=C(CCCOc1ccccc1)NNC(=O)c1ccncc1 | 6.6%
CCn1nc(C(=O)NNS(=O)(=O)c2cc(/C=C/C(=O)O)cc(OC)c2OC)c2ccccc2c1=O | -16.4%
OC(Cc1cccnc1)c1ccccc1 (centres undefined) | 25.2%
CCOC(=O)C[C@H]1c2cc(F)ccc2S(=O)(=O)N1Cc1ccc(OC)cc1 | ?
Carrying on:
SMILES | HCV inh
Cc1noc(NS(=O)(=O)c2ccc(NC(=O)C(F)(F)C(F)(F)C(F)(F)F)cc2)c1C | -10.1%
COc1cc(CNc2ccc(S(N)(=O)=O)cc2)ccc1OCc1ccccc1F | 11.2µM*
Cn1cccc1C(=O)OCC(=O)NCCc1ccccc1 | 14.0%
CC(C)(C)[C@H]1COC(=O)[C@@H](Cc2ccc(F)cc2)CC/C=C/C[C@@H](CC(=O)N[C@H](CO)Cc2ccccc2)C(=O)N1 | -16.5%
CN(C(=O)COC(=O)Cc1ccc(Cl)cc1)C1CCCCC1 | 17.4%
O=C(c1ccccc1)C1CC=CCC1C(=O)c1ccccc1 (centres undefined) | -5.0%
COc1cc(/C=C/c2onc(C)c2[N+](=O)[O-])cc(OC)c1OC | 12.8%
C=CCC[C@@H](Cc1ccc(F)cc1)C(=O)OC[C@@H](Cc1c[nH]c2ccccc12)NC(=O)[C@H](CC=C)CC(=O)N[C@H](CO)Cc1ccccc1 | ?
CC(=O)O[C@H]1[C@H](O)[C@H](Oc2c(O)c(C)c3c4c2[C@@H](C)CC[C@@H]4[C@@H](C)C[C@H]3C=C(C)C)O[C@@H](C)[C@H]1O | -37.2%
CCN(CC)c1ccc(NC(=O)COc2ccc(-n3cnnn3)cc2)cc1 | 22.4µM*
Cc1cccc(C)c1NC(=O)c1cccc(C(=O)Nc2c(C)cccc2C)n1 | -3.3%
CCOC(=O)c1c(C)[nH]c(C)c1C(=O)COC(=O)CSc1ccc(C)cc1 | -9.3%
CC(C)(C)OC(=O)N[C@@H](Cc1ccccc1)C(=O)N[C@@H](CO)[C@H](O)[C@@H]1C[C@@H]1C(=O)NC1CCCCC1 | 14.7%
C=C[C@H](CC(C)C)N(Cc1ccccc1)S(=O)(=O)N(Cc1ccccc1)[C@@H](C=C)CC(C)C | -3.8%
CN(C)C(=O)CCc1ccc2c3c([nH]c2c1)[C@]1(CCc2ccccc2)[C@@H](C(=O)N2CCCCC2)C[C@H](CC(=O)NCc2cccc(C(F)(F)F)c2)C(=O)N1CC3 | ?
COc1ccc([C@@H]2Sc3ccccc3NC(=O)[C@@H]2O)cc1 | 18.8%
O=C(NN=Cc1ccccc1Cl)c1ccc([N+](=O)[O-])cc1 | -5.8%
O=C(Nc1ccccc1)c1c(O)[nH]c(=S)[nH]c1=O | -8.8%
C[C@H](CO)N1C[C@H](C)[C@@H](CN(C)Cc2ccc(Oc3ccccc3)cc2)Oc2c(NS(=O)(=O)c3cn(C)cn3)cccc2C1=O | ?
Cc1ccccc1S(=O)(=O)N1C[C@H]2CON(C)[C@H]2C[C@H]1c1cccc(Oc2ccccc2)c1 | -22.2%
COc1cc2c(cc1OC)C(C(=O)NC1CC1)C1c3ccccc3CCN1C2=O (centres undefined) | -0.4%
O=C1NC2c3c(I)sc(I)c3C(=O)C2O1 (centres undefined) | ?
CCNc1ncnc2c1cnn2C1CCCCO1 (centres undefined) | 5.9%
C=CCN1CC[C@]23c4c5ccc(O)c4OC2C(O)CC[C@@]3(O)[C@H]1C5 (some centres undefined) | -15.2%
CC(=O)NCCc1c[nH]c2ccc(OCc3ccccc3)cc12 | ?

The list goes on; it opens with the 5 that closed the last part.
SMILES | HCV inh
COc1cc2c(cc1OC)C(C(=O)NC1CC1)C1c3ccccc3CCN1C2=O (centres undefined) | -0.4%
O=C1NC2c3c(I)sc(I)c3C(=O)C2O1 (centres undefined) | ?
CCNc1ncnc2c1cnn2C1CCCCO1 (centres undefined) | 5.9%
C=CCN1CC[C@]23c4c5ccc(O)c4OC2C(O)CC[C@@]3(O)[C@H]1C5 (some centres undefined) | -15.2%
CC(=O)NCCc1c[nH]c2ccc(OCc3ccccc3)cc12 | ?
COc1ccc(Cl)cc1NC(=O)CN(C)C(=O)c1cccc2cccnc12 | -4.9%
CC(=O)O[C@@H](C[C@@H](C)C1=C2C[C@H](O)C3[C@@]4(C)CCC(=O)C(C)(C)C4CC[C@]3(C)[C@@]2(C)CC1)[C@H]1OC1(C)C (some centres undefined) | ?
COc1ccc([C@H]2/C=C\CN(S(C)(=O)=O)[C@@H](C)C(=O)N2Cc2ccc(F)cc2)cc1 | -20.2%
Cc1c2cc[n+](CCN3CCCCC3)cc2c(C)c2c1[nH]c1ccc(O)cc12 | -4.6%
COc1cc(/C=C(\C(=O)O)c2ccc(S(=O)(=O)N3CCCC3)s2)ccc1OCCC(C)C | 10.4%
Cc1cc(C)n2nc(C(=O)Nc3cc(S(=O)(=O)N4CCCCC4)ccc3C)nc2n1 | -6.6%
CC(C)c1ccccc1OCCCCN1CCCCC1 | -11.8%
Cc1ccccc1Sc1ncccc1[N+](=O)[O-] | 12.6%
CC(=O)C1CCC2C3CC(C)=C4CC(O)CCC4(C)C3CCC12C (centres undefined) | ?
CN(c1ccccc1C(=O)Nc1ccc2ccccc2c1)S(C)(=O)=O | 3.2%
Cc1c(Cl)cccc1NC(=S)NC(=O)c1cncc(Br)c1 | 6.4%
O=C1Nc2ccc(Br)cc2/C1=N\N=C\C1=C(N2CCOCC2)C(=C/c2ccccc2)/CC1 | 0.5%
O=C1[C@H](Cc2ccccc2)NCCCC[C@@H](c2ccc(Cl)cc2)N1Cc1ccc(Cl)cc1 | -5.6%
CCOC(=O)C1CCCN(C(=O)COc2ccc(S(=O)(=O)N3CCOCC3)cc2)C1 (centres undefined) | 11.2%
CN(c1ccccc1)S(=O)(=O)c1cc(C(=O)N2CCN(c3ncccn3)CC2)ccc1Cl | -24.9%
O=C(NCCN1CCOCC1)c1ccc(S(=O)(=O)Nc2ccccc2)cc1 | -12.9%
O=C1CCc2cc(Br)ccc2O1 | 37.9%[activator]
O=C(Cc1ccccc1)N(c1ccccc1)c1ccccc1 | 9.6%
CC(C)N(Cc1ccccc1)C(=O)CN1c2cccc3cccc(c23)S1(=O)=O | ?
COc1ccc(S(=O)(=O)N(C)C[C@H]2Oc3c(NC(=O)NC4CCCCC4)cccc3C(=O)N([C@H](C)CO)C[C@@H]2C)cc1 | ?
O=C(NCCc1ccccn1)c1c(-c2ccsc2)sc2ccccc12 | -21.0%
CCOC(=O)c1c(C)[nH]c(C(=O)COc2ccc3ccc(=O)oc3c2)c1C | -2.7%
CCCN1C(=O)CC(=O)N=C1SCC(=O)Nc1ccccc1F | 5.3%
O=C(COc1ccccc1F)NCCc1ccc2c(c1)OCCO2 | -13.5%
Cc1cccc(C=NOCCc2ccccc2)n1 | 21.4%
(more compounds)
SMILES | HCV inh
CSCC[C@H](NC(=O)c1cccc(S(=O)(=O)N2CCCCCC2)c1)c1nc2ccccc2[nH]1 | ?
O=C(COC(=O)c1ccc(F)c(S(=O)(=O)N2CCOCC2)c1)NCc1ccc2c(c1)OCO2 | -4.3%
C[C@@H]1CCCCCCCCC(=O)OCCN(C(=O)OC(C)(C)C)[C@H](C)CCCCCCCCC(=O)OCCN1C(=O)OC(C)(C)C | 9.0%
NS(=O)(=O)c1cccc(NC(=O)CN2CCN(S(=O)(=O)c3ccc4c(c3)OCCO4)CC2)c1 | 3.3%
S=C(Cc1ccccc1)N1CCOCC1 | 26.6%
O=C(Nc1ccccc1C(=O)O)c1cccc(F)c1 | 14.5%
Cn1c(=O)c2nc(SCCO)n(C)c2n(C)c1=O | 9.7%
Clc1nc(-c2ccccc2)cc(-c2ccc(Br)cc2)n1 | -4.6%
CC(=O)c1c(C)[nH]c(C(=O)NNC(=O)c2ccc(C)cc2)c1C | ?
CN(C)c1ccc(Cc2ccc(N(C)C)cc2)cc1 | -0.7%
O=C(COC(=O)c1cccc(Cl)c1)Nc1cc(S(=O)(=O)N2CCOCC2)ccc1N1CCOCC1 | 31.6%[activator]
CNS(=O)(=O)c1cccc(C(=O)OCC(=O)Nc2ccc3ccccc3c2)c1 | -3.6%

Compound activity (PubChem)

The list is partial (hit frequency here may not be typical).
